Source: PubChem (National Center for Advancing Translational Sciences (NCATS))
BLM helicase inh = qHTS Assay for Inhibitors of Bloom's syndrome helicase (BLM); 350,000 tested, 0.2% active; recombinant BLM DNA unwinding, fluorescence dequenching; Potency, µM (titrated, usually from 56.1 µM), without a hit: top-dose activity change, negative = inhibition, usual class: inhibitors;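 further: potency means the concentration at half of the fitted maximal effect; plate controls were vehicle for no effect and no enzyme for full effect; nearly all actives have a fitted effect of over 35% in size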
Pol beta inh = qHTS Assay for Inhibitors of DNA Polymerase Beta; Pol beta primer extension/strand displacement, fluorescence kinetic; 340,000 tested, 1.3% active; AID 485314, 2010; Potency, µM (titrated, usually from 114 µM), for inactives: at the highest dose activity change, negative = inhibition, usual class: inhibitors; further: potency means the concentration at half of the fitted maximal effect; on the % scale 0 is the no-effect control and ±100 the full control effect
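Curves were derived by four-parameter Hill fits of normalized qHTS data. The kinetic fluorescent primer-extension read was taken at 0 and 10 min after 50 nM substrate, following a 15 min room-temperature preincubation of 10 nM enzyme with compounds.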
LDHA inh = qHTS assay for inhibitors of human lactate dehydrogenase | 480,000 tested, 0.15% active | purified LDHA, NADH/diaphorase-resazurin fluorescence; hits give low values | activity change, % (values are at about 110 or 230 µM) | L-lactate dehydrogenase A chain (Homo sapiens), P00338 | AID 1347041, 2019; in the data active means activity change below about -30%; inconclusive means mostly about -25% to -30%;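 further: plate controls were DMSO wells for no effect and wells without enzyme for full effect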
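Human LDH5 (2 nM) was incubated with 0.06 mM NADH and 0.2 mM pyruvate for 5 min at room temperature in Tris pH 7.4. Remaining NADH was coupled through diaphorase/resazurin, and resorufin fluorescence was read at 0 and 20 min.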
POLH inh = qHTS for Inhibitors of Polymerase Eta | 390,000 tested, 1.2% active | Potency, µM (doses to about 114 µM), for the others: top-dose activity change, negative = inhibition, usual class: inhibitors | recombinant Pol eta, fluorescent DNA replication assay | DNA polymerase eta (Homo sapiens), Q9Y253; further: potency means the concentration at half of the fitted maximal effect; on the % scale 0 is the no-effect control and ±100 the full control effect
Target sequence (Q9Y253 whole entry, looked up): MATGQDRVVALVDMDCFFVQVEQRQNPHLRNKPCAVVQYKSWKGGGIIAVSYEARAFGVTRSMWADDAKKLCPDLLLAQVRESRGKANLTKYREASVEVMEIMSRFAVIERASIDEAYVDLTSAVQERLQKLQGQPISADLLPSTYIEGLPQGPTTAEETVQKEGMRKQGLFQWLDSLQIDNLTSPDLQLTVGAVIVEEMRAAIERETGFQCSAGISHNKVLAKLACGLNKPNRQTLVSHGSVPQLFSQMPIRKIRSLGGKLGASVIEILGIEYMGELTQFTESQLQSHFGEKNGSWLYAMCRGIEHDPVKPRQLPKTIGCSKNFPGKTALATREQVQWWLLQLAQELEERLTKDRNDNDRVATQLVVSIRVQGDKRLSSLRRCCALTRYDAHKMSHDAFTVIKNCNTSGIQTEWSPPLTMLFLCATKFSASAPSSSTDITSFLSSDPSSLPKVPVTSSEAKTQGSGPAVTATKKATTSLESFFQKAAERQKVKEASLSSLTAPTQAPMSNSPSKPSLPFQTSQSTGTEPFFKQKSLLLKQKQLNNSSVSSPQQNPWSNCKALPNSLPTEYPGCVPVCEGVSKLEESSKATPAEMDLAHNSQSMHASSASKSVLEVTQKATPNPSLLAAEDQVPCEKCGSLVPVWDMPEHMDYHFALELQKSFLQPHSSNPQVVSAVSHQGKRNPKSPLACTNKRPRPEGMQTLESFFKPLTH
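Fluorescent replication assay: 50 nM final substrate added after a 15 min room-temperature compound preincubation with 10 nM enzyme. Signal taken at 0 min and again at 10 min.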
Anesthetic bind = qHTS Assay for Identification of Novel General Anesthetics. Ferritin light chain (Equus caballus), P02791. apoferritin/1-aminoanthracene competitive binding, fluorescence. Potency, µM (highest dose often 77.5 µM), without a hit: top-dose activity change, negative = displacement, hits mostly inhibitors. 350,000 tested, 0.074% active. AID 485281, 2010; further: potency means the concentration at half of the fitted maximal effect; on the % scale 0 is the no-effect control and ±100 the full control effect; nearly all actives have a fitted effect of over 20% in size
Target sequence (P02791 2-175 limits assumed): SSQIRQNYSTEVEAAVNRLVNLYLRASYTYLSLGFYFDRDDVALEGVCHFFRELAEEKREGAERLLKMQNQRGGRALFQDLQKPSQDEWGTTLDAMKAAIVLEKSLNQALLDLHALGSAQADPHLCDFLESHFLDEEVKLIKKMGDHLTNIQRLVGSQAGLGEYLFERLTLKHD
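Concentration-response curves derived by four-parameter Hill fitting of normalized fluorescence, where compounds displaced 1-AMA from 10 uM horse apoferritin following a brief 10 min room-temperature incubation; propofol titration acted as positive control.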
APEX1 inh = qHTS Assay for Inhibitors of the Human Apurinic/apyrimidinic Endonuclease 1 (APE1); DNA repair nuclease/redox regulator APEX1 (Homo sapiens), P27695; recombinant APE1, TAMRA/BHQ-2 abasic DNA cleavage fluorescence; Potency, µM (highest dose often 65.8 µM), for inactives: at the top dose activity change, negative = inhibition, actives largely listed as inhibitors; 350,000 tested, 0.35% active;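 further: potency means the concentration at half of the fitted maximal effect; plate controls were vehicle for no effect and reference inhibitor for full effect; nearly all actives have a fitted effect of over 55% in size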
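Kinetic fluorescence read (525 ex/598 em nm, three reads 60 s apart) of AP-site incision; signal = third minus first read. Enzyme 0.75 nM, dual-labelled THF duplex 50 nM, compound preincubation 15 min RT.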
Pol iota inh = qHTS for Inhibitors of Polymerase Iota; 390,000 tested, 1% active; Pol iota fluorescent replication assay, 10 min; DNA polymerase iota (Homo sapiens), Q9UNA4; Potency, µM (titrated, usually from 115 µM), without a hit: top-dose activity, negative = inhibition, usual class: inhibitors; further: potency means the concentration at half of the fitted maximal effect
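Fluorescent replication assay read twice, at 0 min and 10 min after adding 50 nM (final) substrate. Enzyme (10 nM) and compounds were first incubated 15 min at room temperature; enzyme-free buffer wells were negative controls.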
Pol kappa inh = qHTS for Inhibitors of Polymerase Kappa | DNA polymerase kappa (Homo sapiens), Q9UBT6 | purified Pol kappa, fluorescent DNA synthesis assay, 10 min | Potency, µM (series often up to 107 µM), inactives show at the highest dose activity, negative = inhibition, actives largely listed as inhibitors | 400,000 tested, 0.53% active | AID 588579, 2011; further: potency means the concentration at half of the fitted maximal effect; on the % scale 0 is the no-effect control and ±100 the full control effect
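10 nM Pol kappa preincubated 15 min at room temperature with compounds, then reaction started with substrate at 50 nM final. Fluorescence read kinetically at 0 and 10 min; buffer-only wells served as negative control.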
Glioma ERSR ind = qHTS for Inducers of the Endoplasmic Reticulum Stress Response (ERSR) in Human Glioma: qHTS; U87-MG GRP78 promoter luciferase reporter, 16 h; Potency, µM, inactives show top-dose activation, hits mostly activators; 420,000 tested, 0.02% active; further: potency means the concentration at half of the fitted maximal effect; series mostly up to about 76 µM; % of control where 0% means no effect; nearly all actives have a fitted effect of over 35% in size
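ERSR induction read as luciferase luminescence (Bright-Glo, 10 min at room temperature) in stably transfected human U87-MG glioma cells exposed to compounds for 16 h, using GRP78 as sensor.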
Starred values were filed as active, the others as inactive; ? = inconclusive; nt = not tested or not shown; & = joins results of further samples; [ ] = dose if it differs, or a comment. Unless noted, the call rests on the fitted dose curve; in most records, active means well fitted curve in the direction sought with a large enough effect; inconclusive means small, poorly fitted or top-dose-only effect, or another doubt; inactive means no such curve, though single readings can be large; an effect the other way counts as inactive or inconclusive. These rows are one share of the data; count on the stated rates, not on these rows.

SMILES	BLM helicase inh	Pol beta inh	LDHA inh	POLH inh	Anesthetic bind	APEX1 inh	Pol iota inh	Pol kappa inh	Glioma ERSR ind
Cc1cccc(OCCCC(=O)Nc2ccc(N3CCCCC3)cc2)c1C	1%	38%	-3	-12%	-8%	-5%	?	-1%	0%
COc1cc(C=O)ccc1OCCOCCOc1ccc(Cl)cc1	-3%	12%	-2	1%	?	-5%	11%	-5%	-5%
C=CCOC(=O)N1CCC2CC1c1cc(-c3ccc(OC)cc3)ccc12 (configuration not stated)	nt	nt	-3	-13%	nt	nt	9%	-17%	1%
C=NC(C(=O)NC1C(=O)N2C1SC(C)(C)C2C(=O)O)c1ccccc1 (configuration not stated)	5%	nt	nt	nt	-3%	nt	nt	?	-4%
COc1ccc(Br)cc1CNC(=O)Cn1c(=O)c2cccn2c2ccc(F)cc21	-9%	-2%	-6	3%	-10%	nt	-8%	4%	-4%
COc1ccccc1NC(=O)C(C)OC(=O)c1nc2nc(C)cc(C)n2n1 (configuration not stated)	nt	nt	-2	-25%	nt	31%	26%	2%	-6%
Cc1cc(C)n(-c2ccc(C(=O)NCC(=O)Nc3cc(Cl)ccc3Cl)cc2)n1	nt	nt	-4	-16%	nt	4%	48%[activator]	-1%	-5%
Cc1ccc(S(=O)(=O)N(C)C)cc1NC(=O)CCc1c[nH]c2ccccc12	-3%	11%	-6	-5%	-10%	5%	-1%	-7%	-4%
COc1ccc(CNC(=O)Cn2nc3c(cc2=O)CCCC3)cc1	-2%	-28%	1	-10%	-4%	nt	31%[activator]	-1%[60.1 µM]	-1%
CCOC(=O)c1c(NC(=O)c2ccc(Cl)s2)sc(C)c1C	-4%	-6%	3	-2%	9%	-2%	-11%	13%	-3%
Cc1ccc(C)c(NC(=O)c2ccccc2O)c1	-2%	4%	13	-21%	-16%	10%	-11%	2%	-6%
O=C(Nc1nnc2n1CCS2)c1ccc(Br)o1	2%	10%	-1	9%	-5%	27%	9%	2%	3%
Cc1cccc(Oc2ccc(NC(=O)c3ccccc3C(=O)O)cc2)c1	0%	0%	-1	-9%	-18%	-1%	-16%	-7%	3%
CCCCn1c(N)c(N(CCOC)C(=O)c2cccc(S(=O)(=O)N3CCCCC3)c2)c(=O)[nH]c1=O	nt	nt	-1	-11%	nt	-4%	35%[activator]	-3%	-2%
CCC(NC(=O)C1CCCC1)c1ccc(C)cc1 (configuration not stated)	1%	22%	1	3%	-15%	-3%	26%	11%	-4%
COc1ccc(N2CCN(C3CCCN(Cc4cccc(OC)c4)C3)CC2)cc1 (configuration not stated)	-5%	49%	-1	-9%	-6%	12%	-6%	-3%	3%
Cn1nc(-c2ccccc2F)c2cc(C(=O)N3CCN(c4ccccc4F)CC3)sc21	-11%	-4%	-4	-23%	-5%	nt	-11%	-6%	-4%
CC1Cc2ccccc2N1CC(=O)Nc1ccc(S(=O)(=O)N(C)C)cc1 (configuration not stated)	-4%	0%	-6	-3%	4%	-2%	-1%	-1%	-4%
CCc1ccc(C(=O)c2cn(CC(=O)Nc3cc(C)ccc3C)c3nc(C)ccc3c2=O)cc1	-9%	-26%	-8	-14%	4%	nt	-25%	-22%	-4%
CCN(CC(=O)Nc1ccccc1C(F)(F)F)C(=O)c1ccccc1Sc1ccccc1C#N	nt	nt	-2	-21%	nt	26%	23%	-2%	-3%
COC(=O)Cc1[nH]c(=O)[nH]c1C(=O)OC	-1%	17%	-5	-12%	0%	-5%	78%[activator]	-4%	-4%
CN(C)CCNC(NC(=O)c1cccs1)C(Cl)(Cl)Cl (configuration not stated)	2%	-2%	-3	0%	5%	14%	20%	13%	-5%
CC(=O)OCC(=O)C1(O)CCC2C3CC(F)C4=CC(=O)CCC4(C)C3C(O)CC21C (configuration not stated)	nt	nt	-1	-17%	nt	nt	6%	4%	-2%
CCN1CCN(c2nc(C)c3c(n2)CC(C)CC3=O)CC1 (configuration not stated)	-4%	0%	-8	-2%	-6%	2%	145%[activator]	-13%	-1%
COc1ccc(NC(=O)CCN2CCCC2)c(OC)c1	2%	0%	-3	-10%	3%	-4%	4%	-8%	-4%
O=C(Nc1ccc(Cl)cc1)N1N=CCC1c1ccccc1 (configuration not stated)	-3%	?	1	-15%	-1%	-8%	-11%	-1%	-9%
CC1CCCC(C)N1CC(O)COC1CCC(C(C)(C)C)CC1 (configuration not stated)	4%	9%	0	-3%	-18%	-6%	?	-7%	-2%
C[C@@](N)(C(=O)O)c1ccc(P(=O)(O)O)cc1	1%	nt	nt	nt	nt	?	nt	-13%[19.4 µM]	2%
COc1ccc([C@H]2CC(=O)C=C(c3ccc(C(F)(F)F)c(C(F)(F)F)c3)C2)cc1OC	nt	nt	0	-15%	nt	2%	10%	18%	-7%
CCCn1c(NC(=O)CN2C(=O)NC3(CCCC3)C2=O)nc2ccccc21	nt	nt	7	-15%	nt	41%[activator]	1%	3%	-6%
COc1ccc(C(CNC(=O)c2ccc(Cl)c(S(=O)(=O)N3CCCC3)c2)N2CCCC2)cc1 (configuration not stated)	nt	nt	-10	2%	nt	4%	-5%	5%	-3%
CCOC(=O)C1CCN(Cc2ccc(F)c(F)c2)CC1	-4%	1%	-10	4%	-10%	2%	13%	6%	?
CC(Sc1nnnn1-c1cccc(F)c1)C(=O)NC1CCCC1 (configuration not stated)	nt	nt	-9	-12%	nt	27%	19%	-5%	-4%
CSCC(C)N1CCC(Oc2cccc(C(=O)NCc3ccccn3)c2)CC1 (configuration not stated)	-3%	28%	2	6%	-7%	29%	-11%	11%	-4%
CN1CCN(S(=O)(=O)c2cccc(C(=O)NCCOc3ccccc3F)c2)CC1	1%	7%	0	-15%	-5%	37%	-2%	-5%	-5%
CC1CCN(S(=O)(=O)c2ccc(C(=O)N3CCOCC3)cc2)CC1	-2%	5%	-4	-25%	-8%	-1%	26%	-16%	0%

Given with two lines to a compound: 3 of the compounds above.
Values in the order – BLM helicase inh	Pol beta inh	LDHA inh	POLH inh	Anesthetic bind	APEX1 inh	Pol iota inh	Pol kappa inh	Glioma ERSR ind
COc1ccc(C(CNC(=O)c2ccc(Cl)c(S(=O)(=O)N3CCCC3)c2)N2CCCC2)cc1 (configuration not stated)
→ nt	nt	-10	2%	nt	4%	-5%	5%	-3%
O=C(Nc1ccc(Cl)cc1)N1N=CCC1c1ccccc1 (configuration not stated)
→ -3%	?	1	-15%	-1%	-8%	-11%	-1%	-9%
CCCn1c(NC(=O)CN2C(=O)NC3(CCCC3)C2=O)nc2ccccc21
→ nt	nt	7	-15%	nt	41%[activator]	1%	3%	-6%

Remaining list, next part:
SMILES	BLM helicase inh	Pol beta inh	LDHA inh	POLH inh	Anesthetic bind	APEX1 inh	Pol iota inh	Pol kappa inh	Glioma ERSR ind
COC(=O)c1ccc(CSCC(=O)Nc2cc(OC)cc(OC)c2)o1	-3%	9%	1	-12%	-15%	-1%	-25%	4%	0%
COc1ccccc1CNC(=O)CCc1nc2ccccc2c(=O)[nH]1	-1%	3%	-7	-18%	-17%	1%	10%	-15%	3%
Cc1cc(C)nc(OC(C(=O)O)C(OCCC(C)C)(c2ccccc2)c2ccccc2)n1 (configuration not stated)	0%	-17%	1	-1%	8%	-1%	-24%	-1%	-4%
O=C(NCCOc1ccccc1Cl)C(=O)Nc1ccccc1	2%	9%	-4	-19%	-7%	-4%	6%	0%	6%
Cc1ccc(S(=O)(=O)C2(C(=O)N3CCN(c4cc(C)ccc4C)CC3)CC2)cc1	-11%	9%	-9	-27%	-17%	3%	45%[activator]	-7%	-4%
Fc1ccc(/C=N/NC(=S)Nc2cccnc2)cc1	-2%	24%	1	-11%	-4%	-20%	11%	4%	4%
C=CCC(=O)N1CCCC(CNC(=O)c2ccc(-c3ccccc3)cc2)C1 (configuration not stated)	-5%	-1%	-2	-15%	-13%	-1%	19%	7%	5%
O=C(O)c1cc(-c2ccc(Cl)s2)nc2ccccc12	1%	0%	1	-5%	6%	12%	16%	-11%	5%
O=C(COC(=O)c1cccc(S(=O)(=O)N2CCc3ccccc32)c1)NC1CCS(=O)(=O)C1 (configuration not stated)	0%	35%	0	-10%	-7%	25%	-12%	4%	-2%
Cc1ccc(CCNC(=O)c2sc3nc4n(c(=O)c3c2C)CCCC4)cc1	-2%	-14%	-6	-9%	0%	nt	16%	-15%	-1%
O=C(NCc1cccnc1)C(=O)Nc1nccs1	-2%	-8%	nt	nt	-4%	-1%	nt	nt	nt
COc1ccc(NC(=O)Cn2c(=O)c3cccn3c3ccccc32)cc1Cl	-9%	-12%	5	-11%	4%	nt	-11%	-4%	-2%
COc1ccc(C(=O)C(C)Sc2nnc(C3CC3)n2C2CC2)cc1 (configuration not stated)	nt	nt	2	-9%	nt	34%	-19%	4%	-3%
CCOC(=O)c1c(NC(=O)c2ccc(Br)cc2)sc2c1CCCC2	-1%	6%	0	-11%	2%	nt	-3%	-10%[60.1 µM]	-3%
COc1ccc(S(=O)(=O)c2nnn(-c3ccc(C)c(Cl)c3)c2C)cc1	-13%	8%	-7	-4%	204%[activator]	nt	-11%	-21%	-1%
CNc1ccc(S(=O)(=O)NCC(=O)OCC(=O)Nc2cccc(Cl)c2Cl)cc1[N+](=O)[O-]	-1%	?	-8	-8%	?	-9%	-2%	-11%	-2%
COC(=O)CN1C(=O)CSc2ccc(S(=O)(=O)Nc3cccc(Br)c3)cc21	-4%	11%	-9	-6%	-8%	nt	11%	-7%	-4%
COC(=O)c1ccc(Cn2c(C)cc(C)[n+]2C)o1	-11%	-10%	-17	-15%	-7%	-1%	-5%	-3%	-1%
Cc1csc(CNc2ncnc3ccc(-c4cccc(Cl)c4)cc23)c1	nt	nt	1	-14%	nt	8%&16%	-15%	3%	-6%
